NCI-60 one-dose screen, 48 h, at 10 µM unless noted. Numbers give growth in % (100 = growth as untreated, 0 = no growth, -100 = all killed).
DU-145: DU-145 prostate cancer; AID 1794760; hit rate 4.2% among 81,000
SN12C: SN12C renal cancer cells | hit rate 3.8% among 81,000 | AID 1794767
SF-539: SF-539 CNS cancer; hit rate 6.8% among 81,000; AID 1794752
TK-10: TK-10 renal cancer cells | hit rate 3.9% among 81,000
U251: U251 CNS tumor cells; hit rate 5.4% among 80,000
UO-31: UO-31 renal cancer. AID 1794768. hit rate 5.2% among 81,000
PC-3: PC-3 prostate cancer cells. hit rate 3.9% among 80,000
SF-295: SF-295 CNS cancer cells; AID 1794758; hit rate 5.6% among 79,000
786-0: 786-0 renal cancer cells; hit rate 5.1% among 81,000
Numbers without * were called inactive; . = not tested or not shown; & = joins results of further samples; [ ] = dose if it differs, or a comment. Rule for the calls: active = growth percent below 10; inactive = the rest.

Preview, 2 compounds:
SMILES	DU-145	SN12C	SF-539	TK-10	U251	UO-31	PC-3	SF-295	786-0
CC(=O)/C=C/c1ccc(OCc2ccc(C(C)(C)C)cc2)cc1	89	80	78	111	89	69	79	70	92
COc1cc2cc(Sc3ccc(NC(=O)c4ccccc4)cc3)c(C)nc2cc1OC	102	103	107	118	99	74	93	112	101

This part in full, from the first entry:
SMILES	DU-145	SN12C	SF-539	TK-10	U251	UO-31	PC-3	SF-295	786-0
CC(=O)/C=C/c1ccc(OCc2ccc(C(C)(C)C)cc2)cc1	89	80	78	111	89	69	79	70	92
COc1cc2cc(Sc3ccc(NC(=O)c4ccccc4)cc3)c(C)nc2cc1OC	102	103	107	118	99	74	93	112	101
COc1ccc(-c2cc(=O)n(-c3nc4ccccc4[nH]3)[nH]2)cc1OC	83	75	71	94	46	56	62	-13*	83
CCN(CC)CCCC(C)Nc1c(C)cnc2cc(OC)ccc12 (stereo not drawn)	121	105	106	110	114	81	77	109	108
O=C(CCc1nnc2n1N=C(Cl)CS2)c1nc2ccccc2[nH]1	.	101	95	143	104	79	99	111	106
COc1c2c(c(OC)c3c(CC(=O)N4CCOCC4)c(-c4ccccc4)oc13)OCO2	102	98	100	103	98	78	94	102	100
CCOC(=O)c1c(C)oc2ncnc(Nc3ccc(NC(=O)Nc4ccc(CC)cc4)cc3)c12	103	107	89	112	.	95	91	109	100
COc1nc2c(ccc3c2cnn3-c2ccc(Cl)cc2)cc1S(=O)(=O)c1ccccc1	59	85	44	67	.	66	76	63	41
CC(C)(C)CC(C)(C)Nc1c(-c2c(O)c3ccccc3oc2=O)nc2c(Cl)cc(C(F)(F)F)cn12	114	92	99	96	101	71	80	96	97
CCc1ccccc1-n1c(N)c(C#N)c(-c2ccccc2Cl)c(C#N)c1=O	136	104	124	120	106	82	79	93	107
O=C(OCC(F)(F)C(F)(F)C(F)(F)C(F)F)c1cc2ccccc2cc1C(=O)OCC(F)(F)C(F)(F)C(F)(F)C(F)F	114	109	104	119	105	95	101	92	107
CNS(=O)(=O)Oc1ccc(-c2ccc3occc3c2)cc1	109	98	98	98	94	90	91	93	99
O=C(N/N=C/c1c[nH]c2ccccc12)Nc1ccc(F)cc1	90	66	64	108	79	45	72	63	62
COc1ccc2[nH]c(=O)c(O)c(-c3ccccc3)c2c1	112	87	102	110	94	77	88	101	99
CC(=O)Nc1ccc(S(=O)(=O)N2CCN(C3=NS(=O)(=O)c4ccccc4N3c3ccccc3)CC2)cc1	121	107	99	116	102	86	94	102	86
NC(N)=NS(=O)(=O)c1ccc(N=Nc2c(N)n[nH]c2N)cc1	107	115	99	101	103	83	104	109	103
Cc1ccc(-c2cc(Cc3cccs3)c(=O)n(Cn3cnc4c(N)ncnc43)n2)cc1	112	98	106	100	101	81	.	108	109
COc1ccc2oc(=O)cc(-c3c4nc(c(-c5cc(=O)oc6ccc(OC)cc56)c5ccc([nH]5)c(-c5cc(=O)oc6ccc(OC)cc56)c5nc(c(-c6cc(=O)oc7ccc(OC)cc67)c6ccc3[nH]6)C=C5)C=C4)c2c1	97	.	84	83	82	66	68	95	110
CC(C)OC(=O)[C@H](C)N[P@](=O)(OCC1=CC[C@H](n2ccc(=O)[nH]c2=O)O1)Oc1ccccc1	116	107	101	96	103	84	107	110	103
C[n+]1ccccc1/C=C/c1ccccc1	104&103	102&105	105&108	89&111	102&98	56&66	92&95	100&103	103&103
O=C(Nc1ccc(-c2nc3ccccc3c(=O)[nH]2)cc1)c1cc2ccccc2[nH]1	92	96	100	110	87	63	86	103	100
C[C@H](C(=O)N(CCc1ccc(Cl)c(Cl)c1)Cc1cncs1)[C@@H]1CC[C@H](C[C@H](C)n2cc(CN3CCC(c4ccc(Cl)cc4)CC3)nn2)O1	112	98	101	104	100	82	86	99	93
Cc1nc2nc(C)[nH]c2c(=O)[nH]1	107	105	101	94	101	87	98	104	95
Nc1nn2c(-c3cc4ccccc4oc3=O)ccnc2c1N=Nc1ccc(F)cc1	102	102	86	110	66	88	105	110	84
COc1ccc(Nc2ccnc(N)n2)cc1	113	100	101	95	92	90	95	100	105
COc1ccc(CCNc2nc3c(c(=O)n(Cc4ccc(Cl)c(Cl)c4)c(=O)n3C)n2C)cc1OC	96	89	92	90	93	58	61	91	89
COc1cc(NC2CCCCC2O)c2nc(-c3ccc(Cl)cc3)ccc2c1 (stereo not drawn)	95&95	103&80	94&105	125&82	69&57	87&71	70	54&51	78&42
COc1ccc(CN2CCc3c(Sc4ccccc4Cl)nc(N)nc3C2=O)c(OC)c1	112	103	110	91	93	59	90	91	.
Oc1ccc(/C=C/c2ccc(O)cc2)cc1	57	62	-11*	61	39	22	55	88	24
COc1cccc(OC)c1C(=O)O	111	105	103	109	101	92	.	100	101
CCOC(=O)C(Nc1ccccc1)c1ccc(N)cc1 (stereo not drawn)	92	77	85	84	.	66	75	84	82
Cc1ccc(-c2nc(NCCO)nc(N)c2C#N)cc1	109	106	91	98	96	94	89	103	97
O=C1/C(=N\O)CC(c2ccccc2)N1c1ccccc1 (stereo not drawn)	105	94	99	99	96	.	103	91	104
Cc1ccc(OCCOCCOCCOCCOc2ccc(C)n(O)c2=S)c(=S)n1O	18	13	5.2*	33	9.4*	-1.1*	33	18	-5.9*
COC(=O)[C@H](CSC)N(C)C(=O)[C@@H]1CSSC[C@@H](NC(=O)c2nc3ccccc3cc2O)C(=O)NCC(=O)N1C	78	66	87	88	91	72	73	114	111
O=C(Nc1cccc2cccnc12)c1cc(C(=O)c2ccc(Br)cc2)n2ccccc12	111	106	102	101	97	89	96	104	75
O=Nc1c(-c2c(O)[nH]c3ncccc23)[nH]c2ccccc12	62	73	50	40	67	11	68	95	43
C=C1C(=O)O[C@H]2[C@H]1CC/C(COC(=O)NCc1ccc(Cn3c(=O)sn(-c4ccc(I)cc4)c3=O)cc1)=C\CC[C@@]1(C)O[C@@H]21	48	79	99	80	84	54	78	100	75
COc1cccc(-c2nn(-c3ccccc3)cc2-c2ccnc(NCCNS(=O)(=O)c3ccccc3)c2)c1	58	36	57	44	35	14	17	21	43
CN1CCC[C@]2(C)[C@H]3CC[C@@H]4[C@@H]5[C@H]6OC[C@@]5(CCC6(C)C)CC[C@@]4(C)[C@]3(C)CC[C@H]2C1(C)C	56	89	78	108	28	91	74	103	84
NC1=N/C(=C2/CCNC(=O)c3[nH]ccc32)C(=O)N1	107	.	.	102	103	64	122	112	99
COc1ccc(N2C(=O)C(Oc3ccccc3)C2c2ccc(Cl)cc2)cc1 (stereo not drawn)	106	96	110	110	98	92	93	86	93
COc1cc(/C=N/NC(=O)COc2ccc(NC(=O)Nc3ccc(Cl)cc3)cc2)cc(OC)c1OC	110	98	104	98	95	87	113	101	103
COc1ccc(N=c2nc3sc4cc(Cl)ccc4n3c(N)c2C#N)cc1	105	98	103	118	79	64	59	-3.6*	22
O=C1/C(=C2\SC(=S)N(C3CCCC3)C2=O)SC(=S)N1C1CCCC1	103	99	98	94	94	83	102	101	102
CCOC(=O)c1ccc2n1CCCc1cnc(NC(C)=O)nc1-2	111	102	95	107	102	89	93	100	99
COc1cc(C)cc2oc3oc(=O)c(C(=O)c4ccccc4)cc3c(=O)c12	110	104	95	117	108	87	106	103	109
Cc1ccc(S(=O)(=O)NC(=S)Nc2ccccc2)cc1	118	100	99	119	102	88	89	95	103
CC(=O)c1c(OCC#N)ccc2c(C)cc(=O)oc12	114	102	105	118	95	114	87	125	106
COc1cc(/C=N/n2cnc3oc(-c4ccccc4)cc3c2=N)cc(CN2CCOCC2)c1O	89	72	61	102	54	74	65	68	46

In a second layout: entries from further up.
Results follow in this order: DU-145	SN12C	SF-539	TK-10	U251	UO-31	PC-3	SF-295	786-0
> COc1cc(C)cc2oc3oc(=O)c(C(=O)c4ccccc4)cc3c(=O)c12
 : 110	104	95	117	108	87	106	103	109
> Cc1ccc(S(=O)(=O)NC(=S)Nc2ccccc2)cc1
 : 118	100	99	119	102	88	89	95	103
> CC(=O)c1c(OCC#N)ccc2c(C)cc(=O)oc12
 : 114	102	105	118	95	114	87	125	106

Three entries already listed, sorted by formula weight, rising:
SMILES	DU-145	SN12C	SF-539	TK-10	U251	UO-31	PC-3	SF-295	786-0
Cc1ccc(S(=O)(=O)NC(=S)Nc2ccccc2)cc1	118	100	99	119	102	88	89	95	103
COc1cc(C)cc2oc3oc(=O)c(C(=O)c4ccccc4)cc3c(=O)c12	110	104	95	117	108	87	106	103	109
COc1cc(/C=N/n2cnc3oc(-c4ccccc4)cc3c2=N)cc(CN2CCOCC2)c1O	89	72	61	102	54	74	65	68	46

(listing goes on)
SMILES	DU-145	SN12C	SF-539	TK-10	U251	UO-31	PC-3	SF-295	786-0
CC(=O)OCC1=C(C(=O)O)N2C(=O)[C@@H](NC(=O)Cc3cccs3)[C@H]2SC1	111	103	112	.	99	105	102	108	110
Cc1ccc(C)n1C1c2ccccc2Oc2ccccc21	112	.	104	89	90	96	63	100	92
O=C(/C=C/c1ccc(OCc2ccccc2)cc1)c1c(F)cccc1F	115	100	110	113	105	95	102	109	95
NS(=O)(=O)c1ccc(CCn2c(SCC(=O)N/N=C/c3c(Cl)cccc3Cl)nc3ccccc3c2=O)cc1	107	101	88	152	97	82	93	99	107
O=C(Nc1ccc(Oc2cccc(Cl)c2)c(Cl)c1)c1cccnc1	16	43	-8.4*	60	24	44	15	41	39
CCOC(=O)c1cc2c(n1Cc1ccccc1)-c1[nH]c(=O)c(S(=O)(=O)c3ccccc3)cc1CCC2	105	99	113	94	92	80	86	89	94
CCCCCCCC1=NN(c2ccc(S(=O)(=O)O)cc2)C(=O)C1N=O (stereo not drawn)	106	102	84	101	98	80	.	116	106
CCCCCCCCCCCCCCCCOC(=O)c1ccccc1O	108	107	103	105	110	91	96	101	106
CCCCC(CC#N)(CCC)CCC	108	106	100	93	102	91	99	97	95
Cn1ncc2cc(CN3CCC(OCc4cccc(C(F)(F)F)c4)CC3)ccc21	107	110	108	102	95	82	100	102	106
O=S(=O)(NCC(F)F)c1ccc(-c2cnc(C3CC3)o2)cc1	96	91	86	104	91	82	87	102	94
CC1=C(C(=O)O)CCc2ccccc21	109	114	104	105	97	75	94	103	99
CCCc1cn(CC(=O)Nc2nc3ccccc3s2)nn1	117	99	100	103	98	66	96	104	108
NCCC1CCCCC1	104	95	101	97	104	89	102	101	107
CSC1=CC(=O)c2ccccc2C1=O	96	97	97	98	92	28	67	94	106
CN(C)c1ccc2c(N(C)C)cc(N(C)C)nc2c1	93	83	85	104	91	50	73	66	95
O=c1[nH][nH]cc1Sc1ncn[nH]1	107	96	90	94	98	95	77	100	96
Cc1cc(=O)[nH]c2ccc(S(=O)(=O)Nc3ccccc3)cc12	101	90	95	106	92	75	97	.	92
CCC(c1ccccc1)C(CC)c1ccc(O)cc1 (stereo not drawn)	94	88	.	98	89	80	92	92	90
CN1C(=O)c2c3ccccc3nc3c2c1c(O)c1ccccc13	119	110	109	113	99	88	81	109	121
O=S(=O)(NCCNc1nccc(-n2ccc3cccnc32)n1)c1cccc(Br)c1	96	92	101	110	99	102	92	105	100
CSc1ccc(/C(=N/N=C(N)N)c2ccc(Cl)cc2)cc1	9.7*	7.1*	-10*	51	-14*	10	8.8*	8.7*	4.8*
COc1cc(-c2nc(SC(C)C)nc(Nc3cccc(C)c3)c2C#N)cc(OC)c1OC	109	102	107	.	106	85	99	101	109
O=C(O)c1cn(C2CC2)c2cc(N3CCN(C(=O)CSc4nnc(-c5ccc(Cl)cc5)n4-c4ccccc4)CC3)c(F)cc2c1=O	108	102	105	99	101	85	94	107	104
CC(O)CCNC(c1ccccc1)C(O)c1ccccc1 (stereo not drawn)	131	108	115	106	106	93	95	102	98
OC1C2COC(O2)C2OC(c3ccccc3)OC12 (stereo not drawn)	126	102	94	104	105	86	88	.	110
CC(C)(CCC(=O)O)[N+](=O)[O-]	107	108	120	104	115	103	.	101	105
CC1(C)CC[C@]2(C(=O)OC(=O)[C@]34CCC(C)(C)C[C@@H]3C3=CC[C@@H]5[C@@]6(C)CCC(=O)C(C)(C)[C@@H]6CC[C@@]5(C)[C@]3(C)CC4)CC[C@]3(C)C(=CC[C@@H]4[C@@]5(C)CCC(=O)C(C)(C)[C@@H]5CC[C@]43C)[C@H]2C1	77[100 µM]	56[100 µM]	62[100 µM]	95[100 µM]	65[100 µM]	60[100 µM]	37[100 µM]	77[100 µM]	64[100 µM]
Cc1ccc(O)c(C(=O)c2ccccc2Cl)c1	126	103	96	98	99	80	.	95	99
Cc1ccc(NN)c(Br)c1	115	98	95	116	108	70	87	.	101
CCn1c(O)c(C=Nc2ccccc2)s/c1=N/Nc1nc(-c2ccc([N+](=O)[O-])cc2)cs1	.	83	117	119	85	69	72	106	94
BrCC1OC(c2ccccc2)C(c2ccccc2)O1 (stereo not drawn)	114	116	107	123	100	88	121	105	101
O=c1[nH]c(O)c(C=c2ccc(=C3N=c4c(c5ccccc5c5ccccc45)=N3)cc2)s1	91	93	96	131	70	74	48	84	52
Cc1cnnn1-c1nonc1-n1cccc1	112	109	107	100	95	88	101	103	99
COc1ccc(NC(=O)n2nc(/C=C\c3ccc(O)c(OC)c3)cc2/C=C\c2ccc(O)c(OC)c2)cc1	27	31	6.7*	64	26	23	28	52	32
CC(=O)NCCc1ccccc1	110	95	89	107	102	79	90	106	107
O=C1C=CC(=O)N1c1n[nH]c2nc3ccccc3cc12	109	100	109	107	100	78	88	99	107
CCN(CC)CCSCCCNc1c2ccc(Cl)cc2nc2ccc(OC)cc12	1.8*	-32*	-75*	-4.3*	-71*	-29*	-30*	-79*	-37*

Compound activity deposited in PubChem by NCI.
